Screening data as filed in PubChem.
inhibitors of VEEV: inhibitors of VEEV TC-83 cytopathic effect, confirmation, Vero cells (AID 588727) | Vero cells, VEEV TC-83 cytopathic effect inhibition; higher % means a stronger effect | inhibition, % at 20 µM, or IC50 in µM where a hit was titrated | actives 0.13% (n = 350,000); in the data active = a potency from the dose series; inconclusive = inhibition mostly from about 14% at the one dose, without a potency; inactive = the rest, 99 in 100 with inhibition below about 12%; note: strong numbers were not always called active
H1N1 NS1A inhibition: H1N1 influenza NS1A inhibitors, functional cell based assay (AID 504329) | NS1A functional cell-based assay, percent inhibition; higher % means a stronger effect | one-dose inhibition, % at 12.5 µM; IC50 in µM for titrated hits | actives 0.3% (n = 340,000); in the data active = a potency from the dose series; inconclusive = inhibition above about 27% without an active follow-up result; note: strong numbers were not always called active
H37Rv inhibition: M. tuberculosis growth inhibition, HTS (AID 449762); M. tuberculosis H37Rv growth inhibition, 7H9 media; higher % means a stronger effect; inhibition, % at 25 µM, or IC50 in µM where a hit was titrated; actives 0.59% (n = 330,000); in the data active = a potency from the dose series; inconclusive = inhibition above about 70% without an active follow-up result;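 note: bacterial growth assessed after seven days of incubation; strong numbers were not always called active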
Salmonella PhoP GFP: PhoP regulon inhibitors, Salmonella typhi PhoP promoter GFP reporter, confirmatory (AID 1850); Salmonella Typhi PhoP-promoter GFP reporter, fluorescence, 4 h; higher % means a stronger effect; inhibition, % at 50 µM, or IC50 in µM where a hit was titrated; actives 0.33% (n = 310,000); in the data active = a potency from the dose series; inconclusive = inhibition mostly from about 25% at the one dose, without a potency; inactive = the rest, 99 in 100 with inhibition below about 19%;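 note: 0% = induced wells with vehicle and 100% = uninduced wells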
M. tuberculosis: growth inhibition of non-replicating M. tuberculosis (AID 488890). Mycobacterium tuberculosis non-replicating, growth inhibition; higher % means a stronger effect. inhibition, % at 25 µM, or IC50 in µM where a hit was titrated. actives 0.39% (n = 320,000); in the data active = a potency from the dose series; inconclusive = inhibition mostly from about 82% at the one dose, without a potency; inactive = the rest, 99 in 100 with inhibition below about 76%;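 note: plate controls were DMSO cells for no effect and high antibiotic wells for full effect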
inhibitors of VEEV 10K pilot screen: recorded beside inhibitors of VEEV, whose call it bears; inhibition, %; measured here: 10K pilot screen inhibition
* hit, by the source's call; i = inactive; ? = inconclusive; / = not tested or not shown. Random draw from the library. Share with any hit: about 1.5%.

Sample of the layout (two entries):
SMILES	inhibitors of VEEV	H1N1 NS1A inhibition	H37Rv inhibition	Salmonella PhoP GFP	M. tuberculosis	others
CN1/C(=C\C=C(/C#N)C(=O)Nc2ccc(Cl)cc2)C(C)(C)c2ccccc21	i	-7.0%	5.6%	3.4%	1.2%
CCO[C@H]1OC(C(=O)O)=C[C@@H](c2ccccc2)[C@@H]1CCCO	2.0%	-2.0%	0.7%	23.8%	-10.1%

The list itself, previewed entries included:
SMILES	inhibitors of VEEV	H1N1 NS1A inhibition	H37Rv inhibition	Salmonella PhoP GFP	M. tuberculosis	others
CN1/C(=C\C=C(/C#N)C(=O)Nc2ccc(Cl)cc2)C(C)(C)c2ccccc21	i	-7.0%	5.6%	3.4%	1.2%
CCO[C@H]1OC(C(=O)O)=C[C@@H](c2ccccc2)[C@@H]1CCCO	2.0%	-2.0%	0.7%	23.8%	-10.1%
Cc1ccccc1NC(=O)NCC1CCN(c2ccc(S(=O)(=O)N3CCOCC3)cc2)CC1	0.3%	8.7%	-8.1%	8.6%	-2.0%
CN(C)c1ccc(C2C3C(=O)NC(=O)C3ON2c2ccc(Cl)cc2)cc1 (configuration not stated)	1.1%	7.4%	-6.9%	1.3%	42.2%
CCOc1ccc(N(C(=O)CNC(=O)c2ccco2)C(C(=O)NCC2CCCO2)c2ccccc2)cc1 (configuration not stated)	1.1%	5.5%	2.4%	0.3%	-5.4%
CCCc1nc(-c2cc3ccccc3[nH]c2=O)no1	5.3%	-2.9%	-18.0%	11.9%	-3.0%
COc1ccc(Cc2nnc(NC(=O)CSc3ccccc3)s2)cc1OC	1.1%	6.8%	5.6%	3.6%	13.3%
COCCNC(=O)c1ccc(CS(=O)(=O)c2ccc(C)cc2)o1	0.7%	-0.7%	13.6%	-1.4%	-1.6%
O=S(=O)(O)c1nc2ccccc2n1Cc1cccc2ccccc12	/	/	-12.5%	-4.2%	18.5%
CC12CCC(C(=O)N3CCCCC3)([C@H](Br)C1=O)C2(C)C (some centres not stated)	1.5%	6.2%	-1.9%	0.7%	-8.0%
Cc1cccc(NC(=O)[C@H](Cc2c[nH]c3ccccc23)NC(=O)[C@@H]2Cc3ccccc3CN2)c1	4.39µM*	-0.9%	-2.6%	8.6%	5.6%
CN(CC(=O)N1CCN(c2ccc(F)cc2)CC1)S(=O)(=O)c1ccc2c(c1)c(=O)n(C)c(=O)n2C	1.7%	0.0%	2.6%	-1.1%	-4.2%
N#Cc1c(NC(=O)C2CC(c3ccccc3O)=NO2)sc2c1CCC2 (configuration not stated)	i	5.3%	6.6%	-10.6%	20.8%
CCOc1cc(-c2c(C#N)c(N)nc3c2CCc2ccccc2-3)ccc1O	8.9%	-10.3%	0.9%	-11.3%	20.5%
COc1cc2c(cc1OC)C(c1cccs1)N(C(=O)C(C)C)CC2 (configuration not stated)	i	4.5%	6.1%	-0.3%	0.1%
Cc1cccc(CSc2nc3c(cc2C#N)CCC3)c1	1.0%	-4.8%	-14.5%	-1.8%	-0.9%
COc1ccc(CCN(C)C(=O)C2CCN(Cc3cccc(OC)c3OC)CC2)cc1OC	0.7%	-4.6%	-13.3%	-1.8%	-9.1%
COC(CNC(=O)CNC(=S)N(Cc1ccccc1)Cc1cccs1)OC	0.3%	3.5%	1.7%	7.2%	-4.5%
Cc1cccnc1NC(=S)NCCc1ccccc1	0.3%	-2.9%	1.4%	5.7%	75.5%
Cc1ccc(CNC(=O)C2CCCN2S(=O)(=O)c2ccc(Cl)cc2)cc1 (configuration not stated)	i	-0.1%	3.0%	-3.0%	0.3%
Cc1ccc(NC(=O)C2COc3ccccc3O2)cc1C (configuration not stated)	0.3%	-2.0%	15.6%	-3.4%	?
O=C(COC(=O)c1cccc(S(=O)(=O)N2CCCCCC2)c1)Nc1ccccc1C(F)(F)F	6.7%	-10.4%	-6.5%	/	6.8%
COC(C[C@@H]1O[C@@H]1[C@H](O)[C@@H](C)OCc1ccccc1)OC	0.1%	-11.5%	-0.4%	7.6%	-3.1%	inhibitors of VEEV 10K pilot screen=0.2
COC(=O)C1=C(C)N(Cc2ccccc2)C(=NCc2ccccc2)N[C@H]1c1cccc(F)c1	0.0%	11.7%	?	-0.8%	6.37µM*
CC(C)Sc1nc2c(cnn2-c2ccccc2)c(=O)[nH]1	1.9%	10.2%	-12.1%	5.3%	/

4 structures out of the list, sorted by SMILES length, low to high.
SMILES	inhibitors of VEEV	H1N1 NS1A inhibition	H37Rv inhibition	Salmonella PhoP GFP	M. tuberculosis	others
Cc1cccnc1NC(=S)NCCc1ccccc1	0.3%	-2.9%	1.4%	5.7%	75.5%
CC(C)Sc1nc2c(cnn2-c2ccccc2)c(=O)[nH]1	1.9%	10.2%	-12.1%	5.3%	/
COCCNC(=O)c1ccc(CS(=O)(=O)c2ccc(C)cc2)o1	0.7%	-0.7%	13.6%	-1.4%	-1.6%
COc1cc2c(cc1OC)C(c1cccs1)N(C(=O)C(C)C)CC2 (configuration not stated)	i	4.5%	6.1%	-0.3%	0.1%

Following part:
SMILES	inhibitors of VEEV	H1N1 NS1A inhibition	H37Rv inhibition	Salmonella PhoP GFP	M. tuberculosis	others
O=C(c1cccc([N+](=O)[O-])c1)c1ccc2c(c1)C(=O)NC2=O	1.2%	/	-10.8%	-5.0%	-12.6%
O=C(NCC(c1cccnc1)N1CCOCC1)Oc1ccccc1 (configuration not stated)	1.1%	-2.5%	-5.9%	-7.9%	-3.3%
COC(=O)C(C(=O)OC)C(C[N+](=O)[O-])c1ccc(OC)cc1 (configuration not stated)	4.0%	-6.5%	0.8%	-10.4%	-1.8%
CN(C)S(=O)(=O)c1ccc(C(=O)Nc2cc3c(cc2C(=O)O)OCCCO3)cc1	0.3%	1.8%	1.1%	6.9%	1.4%
O=C1/C(=C\c2ccc(Cl)c(Cl)c2)N2CCC1CC2	2.6%	6.0%	1.6%	-1.1%	55.7%
CCC(CO)Oc1cc(NC(=O)c2cccc(Cl)c2)c2ncn(C(C)C)c2c1 (configuration not stated)	0.8%	-5.2%	-7.6%	/	14.8%
CC(C)CC(=O)N1CCN(Cc2ccccc2Cl)CC1	i	-9.1%	-3.2%	-0.2%	-13.2%
CN(CC(=O)NNC(=O)Cc1ccccc1F)S(=O)(=O)c1ccc(Cl)cc1	0.7%	1.6%	-2.6%	4.6%	-8.6%
CC(=O)N1CCCc2cc(S(=O)(=O)N(C)CCC#N)ccc21	0.1%	20.9%	-5.7%	6.7%	-4.4%
CCOc1ccc(/C(O)=C2/C(=O)C(=O)N(Cc3cccnc3)C2c2ccc(N(C)C)cc2)c(C)c1 (configuration not stated)	i	6.0%	-1.8%	-8.5%	0.3%
COC(=O)c1cccc(NC(=S)NCCC2=CCCCC2)c1	i	-5.3%	31.1%	-4.0%	?
COC(=O)[C@@H]1C[C@@]2(O)[C@H](O)[C@H](O)[C@H](O)C[C@H]2N1Cc1ccc(C(F)(F)F)cc1	0.1%	-4.7%	0.8%	3.4%	2.3%
Cn1cc(SCC(=O)Nc2nccs2)c2ccccc21	1.4%	4.7%	11.1%	-3.8%	21.5%
CCn1c(SCC(=O)c2ccc(NS(=O)(=O)c3ccccc3)cc2)nnc1-c1cccs1	1.8%	-5.3%	5.6%	-5.1%	-5.8%
CCCN1CCC(NC23CC4CC(CC(C4)C2)C3)CC1	/	/	-3.9%	2.7%	2.2%
Cc1ccnc(SCC(=O)c2ccc(Br)s2)n1	i	-2.0%	11.2%	-0.4%	?
CC(C)n1nnc2c(=O)oc3ccccc3c21	0.2%	0.4%	48.0%	-9.5%	?
CCCn1cc(CN2CCC(n3nccc3NC(=O)c3ccc4c(c3)OCO4)CC2)c(C)n1	0.1%	-2.9%	-4.7%	-1.3%	6.4%
Cn1c(=O)c2[nH]c(CSCc3ccccc3)nc2n(C)c1=O	43.1%	0.7%	/	/	/
CCOC(=O)c1ccc(NC(=S)NCc2ccc(S(N)(=O)=O)cc2)cc1	0.2%	-1.7%	-2.8%	1.2%	1.1%
O=C(O)c1ccc(NC2OC[C@@H](O)[C@H](O)[C@H]2O)cc1 (some centres not stated)	i	-13.9%	4.2%	7.0%	3.3%
C=C(C)C(=O)Nc1cccc(C2=NOC3(C2)C[C@@H](C(N)=O)N(C(=O)CC(c2ccccc2)c2ccccc2)C3)c1 (some centres not stated)	0.4%	3.7%	5.5%	-5.8%	34.0%
O=C(Nc1nnc(-c2ccccc2)o1)c1cc(-c2cccs2)nc2ccccc12	11.0%	-19.9%	0.89µM*	-3.2%	?
COc1ccc(/C=C2\SC(=S)N(CC(=O)OCC(=O)Nc3ccc(C)cc3Cl)C2=O)cc1	0.2%	-7.5%	-5.1%	7.6%	13.7%
Cc1ccsc1/C=C(\C#N)C(=O)NCCCN1CCOCC1	5.2%	-8.7%	-0.2%	1.4%	-1.7%

The list continues.
SMILES	inhibitors of VEEV	H1N1 NS1A inhibition	H37Rv inhibition	Salmonella PhoP GFP	M. tuberculosis	others
Cc1nn(-c2ccccc2)c(N2CCCC2)c1C=O	1.9%	-14.2%	12.1%	-21.5%	14.2%
CCOC(=O)CNC(c1ccccc1)c1cc(Br)ccc1NC(=O)CCN1CCOCC1 (configuration not stated)	6.0%	2.7%	62.1%	-7.3%	?
O=C(c1cccc(S(=O)(=O)N2CCc3ccccc32)c1)N1CCCC(C(F)(F)F)C1 (configuration not stated)	6.0%	-0.7%	-5.0%	1.8%	22.2%
COc1ccc(C(=O)CNc2ccc(C)cc2C)cc1	0.2%	-2.8%	0.2%	-4.8%	22.1%
COc1cccc(-c2cc(C(=O)Nc3cnn(Cc4ccc(F)cc4)c3)no2)c1	2.3%	25.8%	2.9%	8.7%	-3.7%
CCC1CCCCN1Cc1nc2c(c(=O)n(C)c(=O)n2C)n1Cc1ccccc1 (configuration not stated)	0.6%	1.6%	-5.5%	-1.2%	28.2%
CC(C)(CO)CNC1CCCN(C2Cc3ccccc3C2)C1 (configuration not stated)	0.1%	-9.1%	0.8%	2.5%	-5.7%
Nc1nnc(SCc2ccc(Cl)cc2)s1	0.6%	-15.6%	?	2.7%	39.2%
CC(NC(=O)COC(=O)c1ccc(S(=O)(=O)N2CCOCC2)cc1)c1ccccc1 (configuration not stated)	i	-3.5%	0.9%	/	5.7%
FCCCOc1ccc(-c2nccc(-c3ccccn3)n2)cc1	2.1%	-11.3%	39.1%	2.6%	7.8%
CC(C)(C)S(=O)(=O)/C(C#N)=C/c1sccc1C1OCCO1	i	-3.9%	6.6%	-5.1%	-11.6%
CCOC(=O)c1c(C)c(C(=O)NCCCN2CCCC2=O)c(C)n1CC	1.1%	-3.2%	-5.7%	15.7%	-11.9%
O=C(CSc1nnc(SCc2ccc(Cl)cc2)s1)N/N=C/c1ccc(Cl)cc1Cl	1.2%	-11.5%	60.4%	-1.6%	77.2%
CCC(=O)Nc1cc(C)c(NC(=O)C23CC4CC(CC(C4)C2)C3)cn1	1.7%	0.8%	-2.3%	-17.2%	1.9%	inhibitors of VEEV 10K pilot screen=2.7
CCOC(=O)C(=O)/C(=C\N(C)C)c1onc(-c2c(Cl)cccc2Cl)c1C(=O)OC	i	3.9%	4.4%	4.5%	12.1%
O=C(NC1CCCC1)C(c1ccncc1)N(CC1CCCO1)C(=O)Cn1nnc(-c2cccs2)n1 (configuration not stated)	6.2%	-6.0%	1.8%	-8.4%	6.4%
O=C(Nc1cccnc1)c1ccc(COc2ccccc2Cl)o1	i	0.0%	3.8%	-8.9%	14.9%

In the list so far, these contain a COOH group:
SMILES	inhibitors of VEEV	H1N1 NS1A inhibition	H37Rv inhibition	Salmonella PhoP GFP	M. tuberculosis	others
CCO[C@H]1OC(C(=O)O)=C[C@@H](c2ccccc2)[C@@H]1CCCO	2.0%	-2.0%	0.7%	23.8%	-10.1%
CN(C)S(=O)(=O)c1ccc(C(=O)Nc2cc3c(cc2C(=O)O)OCCCO3)cc1	0.3%	1.8%	1.1%	6.9%	1.4%
O=C(O)c1ccc(NC2OC[C@@H](O)[C@H](O)[C@H]2O)cc1 (some centres not stated)	i	-13.9%	4.2%	7.0%	3.3%
